CF NFkB block: cystic fibrosis NF-kB activation inhibition | inhibition, % at 5 µM | KKLEB NF-kB-GFP reporter, PAF-induced, GFP fluorescence overnight | AID 588850 | actives 0.86% (n = 360,000);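 active = at least 50% inhibition at 5 µM, scaled per plate between neutral and stimulator controls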;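 note: PAF is a Pseudomonas aeruginosa culture filtrate used as stimulus; plate controls were PAF-stimulated DMSO wells for no effect and unstimulated DMSO wells for full effect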
KKLEB tox: counter-screen for CF NF-kB inhibitors: cytotoxicity; KKLEB CF airway cells viability, ATPlite luminescence, overnight; active compounds read low; cells stimulated with P. aeruginosa culture filtrate; activity change (cytotoxicity), % at 5 µM; actives 0.36% (n = 360,000);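 active = corrected activity change at or below -50% at 5 µM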
TWEAK-Fn14 inh: blocks TWEAK-Fn14 interaction in a reporter cell assay; TWEAK-stimulated Fn14 reporter cells, luciferase luminescence, 8 h; inhibition, % at 10 µM; actives 2% (n = 360,000); AID 1159606; in the data active = inhibition above about 50%
Shn3 inh set2: inhibitors of Schnurri-3 3'UTR reporter in osteoblasts | Clone20 osteoblast Shn3 3'UTR firefly luciferase, 24 h | inhibition, % at 12.5 µM | actives 0.52% (n = 360,000) | AID 588674;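 active = mean inhibition of at least 75% with every replicate also reaching 75%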;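 note: 0% = median of neutral control wells and 100% = pilot-screen positive control compound; some compounds past the cut are filed as inactive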
hiPSC survival: hiPSC single-cell survival enhancement. AID 602274. survival enhancement, % at 20 µM. ATPlite luminescence; 100% = ROCK inhibitor wells, 0% = DMSO. actives 0.044% (n = 360,000); in the data active = survival enhancement above about 18%;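 note: cells exposed to compounds for 16 hours before the ATP read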
Peg3 prom inh: reduces Peg3 promoter-driven luciferase expression in HeLa | actives 1.7% (n = 360,000) | inhibition, % at 20 µM | HeLa PEG-Prom luciferase reporter, luminescence, overnight | AID 588405;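 active = inhibition of at least 50% at 20 µM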
aDG glyco up: alpha-DG glycosylation activation. Pro5-aDG cells, alpha-DG glycosylation AlphaScreen (IIH6); 0% Pro5, 100% B10-LARGE cell signal. activation, % at 10 µM. actives 0.22% (n = 360,000). AID 624168;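 active = activation of at least 8% versus controls, or a plate z-score of at least 8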;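 note: Pro5 are CHO cells carrying HIG-tagged alpha-DG that lacks glycosylation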
NR2E3 ag-1: agonists of human NR2E3 nuclear receptor; inhibition of corepressor binding, % at 3.98 µM; AID 602229; CHO-S Gal4-NCOR/VP16-NR2E3 two-hybrid, luciferase; Q9Y5X4; actives 0.35% (n = 360,000);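 active = inhibition above the mean of all tested compounds plus 3 SD, cut at about 70% in these data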;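 note: 0% = DMSO with NR2E3 transfected cells and 100% = cells lacking NR2E3 construct; higher means lower luciferase signal from less NR2E3 corepressor binding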
Target sequence (Q9Y5X4 whole entry, looked up, the tested form may be a part): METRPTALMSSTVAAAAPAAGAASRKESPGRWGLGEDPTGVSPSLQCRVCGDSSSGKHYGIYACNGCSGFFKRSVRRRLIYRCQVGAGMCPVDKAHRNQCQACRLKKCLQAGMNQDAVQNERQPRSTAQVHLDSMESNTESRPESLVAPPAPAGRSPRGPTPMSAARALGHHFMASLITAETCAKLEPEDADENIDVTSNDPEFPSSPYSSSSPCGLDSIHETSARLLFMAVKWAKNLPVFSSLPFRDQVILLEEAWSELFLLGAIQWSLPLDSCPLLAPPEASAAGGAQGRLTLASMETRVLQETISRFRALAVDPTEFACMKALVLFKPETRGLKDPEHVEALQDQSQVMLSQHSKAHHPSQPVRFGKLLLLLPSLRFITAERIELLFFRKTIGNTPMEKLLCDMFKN
NR2E3 ag-2: activates human photoreceptor nuclear receptor NR2E3; actives 0.12% (n = 320,000); Q9Y5X4; AID 2300; GST-NR2E3/biotin-RetCOR TR-FRET, 1536-well; inhibition of corepressor binding, % at 4.78 µM;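 active = percent inhibition above the cutoff of mean plus 3 SD of all tested compounds, set per screening campaign, cut at about 20% in these data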;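 note: 0% = DMSO wells and 100% = biotin wells as full block of FRET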
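Material – GST-tagged NR2E3 plus biotinylated RetCOR corepressor · Quantity – NR2E3 fusion 1.35 nM · Times – 5 h incubation at 4 °C · Medium – pH 7.5 Tris-based buffer · Technique – TR-FRET, Eu(K)-anti-GST donor, streptavidin-D2 acceptor, ex 340, em 617/671 nm · Benchmarks – high control biotin, low control 0.6% DMSO · Format – 1536-well plates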
MITF TRPM1 inh: reduces MITF-dependent TRPM1 promoter luciferase signal; inhibition, % at 12.5 µM; SK-MEL-5 TRPM1 promoter luciferase, 24 h; AID 488899; actives 0.83% (n = 330,000);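 active = mean inhibition across replicates of 60% or more, whatever share of single replicates reaches that level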; note: values of inactives mirror those of a sister screen read the other way
HIF-2a block: HIF-2a inhibition. 786-0 RCC cells HIF-2a reporter, luciferase luminescence, overnight. inhibition, % at 18.8 µM. actives 0.72% (n = 360,000). AID 624352;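 active = inhibition of the luminescence signal of 40% or more relative to plate controls, in a single-dose primary screen at 18.75 µM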
Numbers without * were called inactive.

For CC(C)CC(=O)Nc1ccc(OCC(=O)O)cc1 the results were CF NFkB block 6, KKLEB tox 0, TWEAK-Fn14 inh 3, Shn3 inh set2 -8, hiPSC survival -0.6, Peg3 prom inh -19, aDG glyco up 0.0, NR2E3 ag-1 -53, NR2E3 ag-2 -1, MITF TRPM1 inh 4 and HIF-2a block 20.
`COc1ccc(OC)c(CNC(=O)CCC(=O)N2Cc3cccc(OC)c3Oc3ncccc32)c1` gave CF NFkB block 8, KKLEB tox -3, TWEAK-Fn14 inh -9, Shn3 inh set2 -10, hiPSC survival -0.1, Peg3 prom inh -4, aDG glyco up -0.1, NR2E3 ag-1 -17, NR2E3 ag-2 1, MITF TRPM1 inh 12 and HIF-2a block 9.
N#CC1C(=O)NC(=O)C(C#N)C12CCCC(C(F)(F)F)C2 (centres undefined) was read as CF NFkB block -6, KKLEB tox 5, TWEAK-Fn14 inh -10, Shn3 inh set2 1, hiPSC survival 1.4, Peg3 prom inh -4, aDG glyco up -0.2, NR2E3 ag-1 -21, MITF TRPM1 inh -8 and HIF-2a block 7.
`COc1ccc2c(c1)c1c(c(=O)n(-c3ccc(C)cc3)c(=O)n1CC(=O)NCC1CCCO1)n2C` (centres undefined) gave CF NFkB block 0, KKLEB tox 0, TWEAK-Fn14 inh 14, Shn3 inh set2 -23, hiPSC survival 1.6, Peg3 prom inh 5, aDG glyco up -0.1, NR2E3 ag-1 8 and HIF-2a block 8.
Screening C=CCNC(=S)N1CCN(CCN=CC2=C(O)CC(c3cccs3)CC2=O)CC1 (centres undefined) returned CF NFkB block 14, KKLEB tox 5, TWEAK-Fn14 inh -4, Shn3 inh set2 -1, hiPSC survival 0.8, Peg3 prom inh 13, aDG glyco up 0.5, NR2E3 ag-1 14, NR2E3 ag-2 0, MITF TRPM1 inh 2 and HIF-2a block 13.
COc1cc(C(=O)NC(C)Cc2cccs2)cc(OC)c1OC (centres undefined) was read as CF NFkB block 1, KKLEB tox 1, TWEAK-Fn14 inh -4, Shn3 inh set2 7, hiPSC survival 2.3, Peg3 prom inh -1, aDG glyco up 0.2, NR2E3 ag-1 3, NR2E3 ag-2 1, MITF TRPM1 inh -10 and HIF-2a block 8.
Screening O=C(OC(C(=O)Nc1ccc(Cl)cc1C(F)(F)F)c1ccccc1)c1c(Cl)cccc1Cl (centres undefined) returned CF NFkB block 8, KKLEB tox -4, TWEAK-Fn14 inh 9, Shn3 inh set2 0, hiPSC survival -0.5, Peg3 prom inh 25, aDG glyco up 0.1, NR2E3 ag-1 29, NR2E3 ag-2 -2, MITF TRPM1 inh 2 and HIF-2a block 13.
`CCOc1ccccc1NC(=O)C1CCC(CNc2c(N3CCCCC3)c(=O)c2=O)CC1` (centres undefined) gave CF NFkB block -11, KKLEB tox -15, TWEAK-Fn14 inh 15, Shn3 inh set2 19, hiPSC survival -0.7, Peg3 prom inh -8, aDG glyco up -0.2, NR2E3 ag-1 16, NR2E3 ag-2 -1, MITF TRPM1 inh 5 and HIF-2a block 10.
Screening CCCC(=O)Nc1nc2ccc(OCC)cc2s1 returned CF NFkB block 21, KKLEB tox -19, TWEAK-Fn14 inh -21, Shn3 inh set2 -32, hiPSC survival -0.8, Peg3 prom inh -315, aDG glyco up 0.0, NR2E3 ag-1 -137, NR2E3 ag-2 1, MITF TRPM1 inh -98 and HIF-2a block -226.
O=C(CN1CCN(S(=O)(=O)c2ccc(Br)cc2)CC1)Nc1ccccc1C(=O)c1ccccc1 was read as CF NFkB block 7, KKLEB tox -10, TWEAK-Fn14 inh -6, Shn3 inh set2 -6, hiPSC survival 3.0, Peg3 prom inh 14, aDG glyco up 0.2, NR2E3 ag-1 3, NR2E3 ag-2 -1, MITF TRPM1 inh 0 and HIF-2a block 19.
`O=C(N/N=C1\CCc2ccccc21)c1ccccc1Cl` gave CF NFkB block -12, KKLEB tox -14, TWEAK-Fn14 inh -12, Shn3 inh set2 -41, hiPSC survival -1.0, Peg3 prom inh -246, aDG glyco up 0.1, NR2E3 ag-1 -63, NR2E3 ag-2 3, MITF TRPM1 inh -67 and HIF-2a block -238.
Screening COC(=O)c1[nH]c2ccccc2c1NC(=O)Oc1ccccc1 returned CF NFkB block 2, KKLEB tox -7, TWEAK-Fn14 inh 8, Shn3 inh set2 -46, hiPSC survival -2.1, Peg3 prom inh -75, aDG glyco up -0.2, NR2E3 ag-1 -21, NR2E3 ag-2 -19, MITF TRPM1 inh -15 and HIF-2a block -118.
`CCc1ccc(C(CC(=O)O)N2Cc3ccccc3C2=O)cc1` (centres undefined) gave CF NFkB block -5, KKLEB tox 0, TWEAK-Fn14 inh -23, Shn3 inh set2 -13, hiPSC survival -0.4, Peg3 prom inh 14, aDG glyco up 1.7, NR2E3 ag-1 -27, NR2E3 ag-2 2, MITF TRPM1 inh -6 and HIF-2a block 14.
`CCC(=O)Nc1nc2nc(-c3ccccc3)cc(=O)n2[nH]1` gave CF NFkB block 5, KKLEB tox -14, TWEAK-Fn14 inh 4, hiPSC survival -0.7, Peg3 prom inh 5, aDG glyco up 0.2, NR2E3 ag-1 -7, NR2E3 ag-2 1, MITF TRPM1 inh -10 and HIF-2a block 7.
Cc1ccc(NC(=O)COC(=O)CCC(=O)c2cccs2)cc1 was read as CF NFkB block -1, KKLEB tox 1, TWEAK-Fn14 inh -6, Shn3 inh set2 -31, hiPSC survival 0.8, Peg3 prom inh -5, aDG glyco up 0.1, NR2E3 ag-1 -7, NR2E3 ag-2 -4, MITF TRPM1 inh -2 and HIF-2a block 19.
`COc1ccc(/C=N/Nc2nnc(-c3ccccc3)c(=O)[nH]2)cc1` gave CF NFkB block 24, KKLEB tox 6, TWEAK-Fn14 inh 47, Shn3 inh set2 -7, hiPSC survival -1.2, Peg3 prom inh -80, aDG glyco up -0.3, NR2E3 ag-1 -10, NR2E3 ag-2 -2, MITF TRPM1 inh 57 and HIF-2a block -97.
CCCCN1C=C(C(C)=O)C(=O)CC1 was read as CF NFkB block 8, KKLEB tox 0, TWEAK-Fn14 inh 15, Shn3 inh set2 1, hiPSC survival -0.3, Peg3 prom inh -14, aDG glyco up 0.0, NR2E3 ag-1 -12, MITF TRPM1 inh -4 and HIF-2a block 7.
CC(=O)c1c(OC(=O)c2ccccc2)ccnc1C(F)(F)F was read as CF NFkB block 2, KKLEB tox -9, TWEAK-Fn14 inh -35, Shn3 inh set2 -13, hiPSC survival -0.5, Peg3 prom inh 1, aDG glyco up -0.1, NR2E3 ag-1 12, NR2E3 ag-2 2, MITF TRPM1 inh 9 and HIF-2a block -3.
Screening CCCNC(=O)c1ccc(N2CCC3(CC2)CC(c2cccc(Br)c2)=NO3)c(NC(=O)c2ccco2)c1 returned CF NFkB block -10, KKLEB tox -10, TWEAK-Fn14 inh 11, Shn3 inh set2 23, hiPSC survival -0.5, Peg3 prom inh 14, aDG glyco up -0.3, NR2E3 ag-1 33, NR2E3 ag-2 1, MITF TRPM1 inh 6 and HIF-2a block -16.
Screening Nc1nc(Cn2nnc(-c3ccccc3Cl)n2)nc(N2CCOCC2)n1 returned CF NFkB block 6, KKLEB tox -12, TWEAK-Fn14 inh 8, Shn3 inh set2 7, hiPSC survival 3.4, Peg3 prom inh 2, aDG glyco up -0.1, NR2E3 ag-1 1, NR2E3 ag-2 4, MITF TRPM1 inh -3 and HIF-2a block -5.

Not a retest: entries from further up.
`O=C(N/N=C1\CCc2ccccc21)c1ccccc1Cl` gave CF NFkB block -12, KKLEB tox -14, TWEAK-Fn14 inh -12, Shn3 inh set2 -41, hiPSC survival -1.0, Peg3 prom inh -246, aDG glyco up 0.1, NR2E3 ag-1 -63, NR2E3 ag-2 3, MITF TRPM1 inh -67 and HIF-2a block -238.
Screening COC(=O)c1[nH]c2ccccc2c1NC(=O)Oc1ccccc1 returned CF NFkB block 2, KKLEB tox -7, TWEAK-Fn14 inh 8, Shn3 inh set2 -46, hiPSC survival -2.1, Peg3 prom inh -75, aDG glyco up -0.2, NR2E3 ag-1 -21, NR2E3 ag-2 -19, MITF TRPM1 inh -15 and HIF-2a block -118.

Other results follow:
CN(/N=C/c1cccnc1)C1=NS(=O)(=O)c2ccccc21 was read as CF NFkB block -12, KKLEB tox 16, TWEAK-Fn14 inh -9, Shn3 inh set2 28, hiPSC survival 3.9, Peg3 prom inh -1, aDG glyco up -0.4, NR2E3 ag-1 -17, NR2E3 ag-2 0, MITF TRPM1 inh 0 and HIF-2a block -22.
COc1ccc(OCC(=O)OCC(=O)c2ccc(OC)c(F)c2)cc1 was read as CF NFkB block 6, KKLEB tox 18, TWEAK-Fn14 inh 13, Shn3 inh set2 -14, hiPSC survival 0.1, Peg3 prom inh -8, aDG glyco up 0.2, NR2E3 ag-1 -1, NR2E3 ag-2 1, MITF TRPM1 inh 6 and HIF-2a block 10.
For CCN(CC)c1nc2c(c(=O)n(C)c(=O)n2C)n1CC(=O)c1ccccc1 the results were CF NFkB block 6, KKLEB tox 4, TWEAK-Fn14 inh -4, Shn3 inh set2 -6, hiPSC survival -0.6, Peg3 prom inh 13, aDG glyco up 0.1, NR2E3 ag-1 -2, NR2E3 ag-2 2, MITF TRPM1 inh 20 and HIF-2a block 14.
`Cc1ccc(CN(C(=O)c2ccc([N+](=O)[O-])cc2)C2CCS(=O)(=O)C2)o1` (centres undefined) gave CF NFkB block 7, KKLEB tox -7, TWEAK-Fn14 inh 1, Shn3 inh set2 -8, hiPSC survival -0.3, Peg3 prom inh 14, aDG glyco up -0.1, NR2E3 ag-1 6, NR2E3 ag-2 -2, MITF TRPM1 inh 1 and HIF-2a block 8.
For Cc1cccc(N(CC(=O)NC2CCCC2)C(=O)c2csnn2)c1C the results were CF NFkB block 14, KKLEB tox 1, TWEAK-Fn14 inh 13, Shn3 inh set2 9, hiPSC survival -0.3, Peg3 prom inh 3, aDG glyco up -0.1, NR2E3 ag-1 -30, NR2E3 ag-2 2, MITF TRPM1 inh 1 and HIF-2a block 5.
Screening Oc1ccccc1N1CCN(c2nnnn2-c2ccccc2)CC1 returned CF NFkB block -10, KKLEB tox 5, TWEAK-Fn14 inh -3, Shn3 inh set2 -8, hiPSC survival -0.6, Peg3 prom inh -78, aDG glyco up -0.2, NR2E3 ag-1 5, NR2E3 ag-2 1, MITF TRPM1 inh 13 and HIF-2a block -20.
CCN(CC)c1c(C)nc2ccc(C(=O)NCc3ccc4c(c3)OCO4)cn12 was read as CF NFkB block 1, KKLEB tox -3, TWEAK-Fn14 inh -13, Shn3 inh set2 2, hiPSC survival -1.2, Peg3 prom inh 5, aDG glyco up -0.2, NR2E3 ag-1 -23 and HIF-2a block 8.
